uPA surface inh = blocks generation of uPA at the cell surface. cell surface uPA generation assay, qHTS. Potency, µM (doses to about 38.3 µM), inactives show top-dose activity change, negative = inhibition, most hits filed as inhibitors. 330,000 tested, 0.31% active. AID 540303; active = well fitted inhibition curve with a large enough effect; inconclusive = small, poorly fitted or top-dose-only effect; inactive = no such curve, though single readings can be large or run the other way; tested in mouse RAW 264.7 cells; also: potency is read from the fitted curve at half-maximal effect; % is scaled to controls: 0 for no effect and ±100 for the full control effect; nearly all actives have a fitted effect of over 55% in size
Coupling enz = coupling enzyme interference in Giardia aldolase counter-screen. coupling enzyme system counterscreen, AmpLite Red fluorescence. activity change, negative = inhibition, % at 58.2 µM, hits read low. 290,000 tested, 0.67% active. AID 2472; in the data active = activity change below about -30%; also: % is scaled to controls: 0 for no effect and ±100 for the full control effect
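Final compound at 57.5 uM, incubated 10 min at RT with coupling enzyme reagent (glyceraldehyde-3-phosphate), then 20 min with substrate and AmpLite Red detection. Fluorescence read at 525/598 nm; tests interference with the coupling assay, not aldolase inhibition.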
KCNH2 3.1 block = KCNH2 3.1 (human) potassium channel inhibition; U2OS KCNH2 3.1, thallium flux FluxOr; hits give low values; activity change, % (tested at about 1.8 µM); 340,000 tested, 0.95% active;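 active = maximum activity change below -70%; inconclusive = maximum activity change from -70% to -50%; inactive = maximum activity change above -50%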;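 also: thallium influx rate constant from kinetic fluorescence after stimulation buffer; % is scaled to controls: 0 for no effect and ±100 for the full control effect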
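We transduce U2OS cells with the mutant 3.1 virus, culture them overnight, load FluxOr with Red40 quencher for 45 min, then add stimulation buffer and read kinetically for 2 min to derive a normalized rate constant.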
FLuc modulator = firefly luciferase modulation, counter-screen for miR-21 project | P08659 | purified FLuc, Km substrates, luminescence inhibition | Potency, µM (doses to about 57.5 µM), for the others: at the highest dose activity change, negative = inhibition, actives largely listed as inhibitors | 360,000 tested, 6.9% active | AID 588342;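 also: potency is read from the fitted curve at half-maximal effect; plate controls were vehicle for no effect and reference inhibitor for full effect; nearly all actives have a fitted effect of over 55% in size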
Target sequence (P08659 whole entry, looked up): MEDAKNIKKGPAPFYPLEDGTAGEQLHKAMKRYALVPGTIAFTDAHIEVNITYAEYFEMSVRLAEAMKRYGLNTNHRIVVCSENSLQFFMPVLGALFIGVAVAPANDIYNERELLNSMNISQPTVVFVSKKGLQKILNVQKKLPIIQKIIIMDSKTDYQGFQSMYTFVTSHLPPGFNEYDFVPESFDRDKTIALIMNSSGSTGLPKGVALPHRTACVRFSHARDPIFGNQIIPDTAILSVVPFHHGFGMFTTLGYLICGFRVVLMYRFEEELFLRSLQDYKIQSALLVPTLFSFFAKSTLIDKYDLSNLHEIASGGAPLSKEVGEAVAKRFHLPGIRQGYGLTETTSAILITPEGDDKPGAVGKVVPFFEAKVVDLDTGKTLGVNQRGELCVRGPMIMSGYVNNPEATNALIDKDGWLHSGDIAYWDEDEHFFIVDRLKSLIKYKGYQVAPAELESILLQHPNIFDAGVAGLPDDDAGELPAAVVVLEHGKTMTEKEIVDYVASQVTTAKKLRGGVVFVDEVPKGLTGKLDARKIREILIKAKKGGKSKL
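Biochemical qHTS of compounds, final roughly 60 µM downward over six points, against 10 nM purified firefly luciferase using Km concentrations of substrates (10 uM D-luciferin, 10 uM ATP) in Tris acetate pH 7.5 buffer; luminescence output.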
ELG1 genotox = induces genotoxicity in HEK293T cells with luciferase-tagged ELG1. HEK293T ELG1-luciferase reporter, luminescence, 16 h. Potency, µM (highest dose often 46 µM), for the others: at the top dose activity change, positive = activation, actives largely listed as activators. 330,000 tested, 1.3% active; also: potency is read from the fitted curve at half-maximal effect; % of control where 0% means no effect; nearly all actives have a fitted effect of over 60% in size
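Step 1: seed 2,000 HEK293T ELG1-luciferase cells per well. Step 2: add compound or DMSO, incubate 16 hr at 37 °C. Step 3: ONE-Glo, 30 min at room temperature, read luminescence.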
Gal4-VP16 FLuc = counter-screen for ROR gamma inhibitors: Gal4-VP16 reporter; AID 2546; Potency, µM (top dose mostly 53.6 µM), for inactives: at the top dose activity, negative = inhibition, most hits filed as inhibitors; 310,000 tested, 3.5% active; Drosophila S2 Gal4-VP16 UAS-luciferase, luminescence, 20 h;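 also: Gal4-VP16 expression switched on by copper sulfate through the metallothionein promoter; potency is read from the fitted curve at half-maximal effect; % is scaled to controls: 0 for no effect and ±100 for the full control effect; nearly all actives have a fitted effect of over 50% in size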
Rab9 prom act = Rab9 promoter activation; Huh7 Rab9 promoter-luciferase reporter, luminescence, 24 h; Potency, µM (titrated, usually from 9.22 µM), for the others: at the highest dose activation, negative = inhibition, most hits filed as activators; 320,000 tested, 2.8% active; AID 485297; also: potency is read from the fitted curve at half-maximal effect; % of control where 0% means no effect; nearly all actives have a fitted effect of over 60% in size
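Cells were plated at 1500 per well in reduced-serum medium with 10% FBS and left 2 h. Compound in DMSO was then added for 24 h at 37 °C. Reporter signal was read by luminescence after 10 min with luciferase detection reagent.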
Giardia kill = kills Giardia lamblia; Giardia lamblia trophozoite viability; activity change, % at 7.66 µM, hits read low; 340,000 tested, 0.15% active; in the data active = activity change below about -80%; inconclusive = between about -30% and that limit;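 also: parasites exposed to compound for two days anaerobically before the ATP read; % is scaled to controls: 0 for no effect and ±100 for the full control effect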
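Media and compound were dispensed first, then trophozoites at 100 cells/well; plates sat 48 hrs at 37 deg C without oxygen before ATP luminescence reagent was added and read after 15-30 min at room temperature.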
Tb PFK block = inhibitors of T. brucei phosphofructokinase; O15648; T. brucei PFK, ADP-Glo luminescence; Potency, µM (series often up to 57.5 µM), for inactives: top-dose activity, negative = inhibition, usual class: inhibitors; 330,000 tested, 0.17% active; AID 485367;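 also: potency is read from the fitted curve at half-maximal effect; 0% = uninhibited 1x PFK enzyme wells and -100% = no-enzyme wells; nearly all actives have a fitted effect of over 60% in size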
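Compounds were pin-transferred as a titration series up to 57 uM into substrate buffer (0.5 mM F6P, 0.1 mM ATP, pH 8.0), then 1.25 nM PFK was added and reactions ran 45 min before ADP-Glo detection.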
RORgamma inh = blocks mouse ROR gamma transcriptional activity. Drosophila S2 Gal4-RORgamma UAS-luciferase reporter, 20 h. Potency, µM (series often up to 53.6 µM), inactives show at the top dose activity change, negative = inhibition, most hits filed as inhibitors. 310,000 tested, 5.4% active. AID 2551; also: potency is read from the fitted curve at half-maximal effect; % is scaled to controls: 0 for no effect and ±100 for the full control effect; nearly all actives have a fitted effect of over 60% in size
Target sequence (P51450 whole entry, looked up, the tested form may be a part): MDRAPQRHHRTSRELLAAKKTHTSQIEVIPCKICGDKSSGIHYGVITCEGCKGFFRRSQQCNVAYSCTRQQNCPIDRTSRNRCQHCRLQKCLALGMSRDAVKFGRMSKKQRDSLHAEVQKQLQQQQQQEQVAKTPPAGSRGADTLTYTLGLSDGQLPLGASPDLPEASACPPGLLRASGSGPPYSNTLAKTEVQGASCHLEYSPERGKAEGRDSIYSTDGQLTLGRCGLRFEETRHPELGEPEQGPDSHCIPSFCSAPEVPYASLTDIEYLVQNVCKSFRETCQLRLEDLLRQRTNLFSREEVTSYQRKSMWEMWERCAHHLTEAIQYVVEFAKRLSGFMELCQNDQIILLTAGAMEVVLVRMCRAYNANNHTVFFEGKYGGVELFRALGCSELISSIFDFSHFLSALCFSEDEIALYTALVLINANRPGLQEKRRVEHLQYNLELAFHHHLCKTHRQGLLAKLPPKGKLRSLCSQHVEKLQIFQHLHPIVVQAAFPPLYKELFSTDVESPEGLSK
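Stable Schneider cell line, Gal4 DNA-binding domain fused to ROR gamma, UAS-luciferase. Cmpd 1 hr RT → CuSO4 700 uM final → 20 hr RT → luciferase reagent 10 min → luminescence.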
NPC1 promoter act = NPC1 promoter activation | 320,000 tested, 2.4% active | Huh7 NPC1 promoter luciferase reporter, 24 h | AID 485313 | Potency, µM (highest dose often 9.22 µM), without a hit: at the top dose activation, hits mostly activators;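 also: potency is read from the fitted curve at half-maximal effect; % of control where 0% means no effect; nearly all actives have a fitted effect of over 60% in size; reporter is driven by a mutant NPC1 promoter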
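Huh7 reporter cells (NPC1 promoter driving luciferase) are dosed with compound for 24 h at 37 °C, 5% CO2; luciferase detection reagent is then added and luminescence measured after 10 min at ambient temperature.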
* hit, by the source's call; u = inconclusive; x = not tested or not shown; & = joins results of further samples; [ ] = dose if it differs, or a comment. Unless noted, calls follow the shape of the dose curve; as a rule, active = well fitted curve in the direction sought with a large enough effect; inconclusive = small, poorly fitted or top-dose-only effect, or another doubt; inactive = no such curve, though single readings can be large; an effect the other way counts as inactive or inconclusive.

Every second line gives: Coupling enz	FLuc modulator	KCNH2 3.1 block	uPA surface inh	NPC1 promoter act	Tb PFK block	RORgamma inh	Gal4-VP16 FLuc	Rab9 prom act	Giardia kill	ELG1 genotox
> Cc1ccc(C)c(SCC(=O)OCC(=O)Nc2ccc(S(=O)(=O)N3CCOCC3)cc2)c1
→ -2	3%	-20	5%	-1%	0%	2%	7%	0%	-3	-1%
> O=C(CSc1ncnc2nc[nH]c12)N1CCOCC1
→ 0	4%	6	-2%	0%	-5%	11%	-7%	-2%	-3	2%
> Cc1cc(C)c(S(=O)(=O)c2ccc(F)cc2C)c(=O)[nH]1
→ 0	-3%	-6	4%	3%	16%	3%	9%	2%	-26	-4%
> Cc1ccc2nc(NC3=NCN(CCc4ccccc4)CN3)nc(C)c2c1
→ -1	-13%	x	x	0%	0%	-13%	-5%	-8%	x	-5%
> Cc1ccc2cc(C3C(C#N)=C(N)Oc4c3ccc3cccnc43)c(=O)[nH]c2c1 (centres undefined)
→ -39*	-19%	-10	x	0%	0%	-35%	-16%	0%	18	7%
> O=c1[nH]c(C2CCN(S(=O)(=O)c3ccccc3)CC2)nc2c1nnn2Cc1cccc(Cl)c1
→ 2	-1%	-8	-1%	-1%	-1%	12%	-29%	1%	12	-1%
> CCCn1c(SCC(=O)NCCc2ccccc2)nnc1-c1ccco1
→ 0	0%	-22	-1%	-1%	0%	-5%	u	3%	-1	0%
> CCOC(=O)NC(Nc1ncccn1)(C(F)(F)F)C(F)(F)F
→ 3	3%	-5	0%	u	-1%	-5%	2%	1%	-21	-2%
> Cc1nnc(NC(=O)CN2CCN(Cc3ccccc3)CC2)s1
→ 2	0%	-12	-7%	0%	1%	x	x	-4%	15	1%
> C[n+]1ccc(C(=O)NCCC[N+](C)(C)C)cc1/C=N/O
→ 0	0%	-12	3%	-2%	2%	-7%	1%	2%	-1	1%
> O=C(CN1C(=O)COc2ccccc21)c1cccc(Cl)c1
→ 6	1%	-6	-16%	-1%	-1%	18%	7%	-3%	0	2%
> COc1ccc(CCNC(=O)CCS(=O)(=O)c2ccc3c(c2)oc(=O)n3C)cc1OC
→ x	0%&-5%	-3	5%	-3%	1%	-12%	0%	-1%	-3	0%
> CCOc1cc(/C=N/NC(=O)Cn2nc([N+](=O)[O-])cc2C)ccc1OCc1ccc(F)cc1
→ 3	0%	3	-1%	-1%	-4%	-36%	-17%	4%	9	2%
> CCOc1cc(C(=O)NC(=S)Nn2cnnc2)cc(OCC)c1OCC
→ 1	u	-19	x	-3%	3%	-6%	-17%	13%	7	2%
> N=c1n(CCN2CCOCC2)c2ccccc2n1Cc1ccccc1Br
→ -4	0%	5	-4%	-1%	1%	-6%	-1%	-3%	-6	-4%
> O=C(NN1C(=O)c2ccccc2C1=O)c1ccncc1
→ 3	-2%	-5	4%	-4%	4%	1%	-6%	-4%	-7	1%
> O=c1[nH]c2cc3c(cc2cc1CN(CC1CCCO1)S(=O)(=O)c1ccccc1)OCCO3 (centres undefined)
→ -1	-3%[2.3 µM]	-16	-18%	0%	-3%	10%	6%	6%	-6	1%
> COc1cccc(CNC(=O)c2nnn(CC(=O)Nc3cc(C)ccc3C)c2N)c1
→ -1	0%	22	-1%	-2%	-1%	-22%	-9%	4%	17	0%[9.26 µM]
> COc1ccc2nc3sc(C(=O)NCc4cccs4)c(N)c3cc2c1
→ -3	0.76µM*	x	x	3.5µM*	-12%	u	u	4µM*	x	u
> COCCn1cnc2c1c(=O)n(CC(=O)c1ccc3c(c1)OCCO3)c(=O)n2Cc1ccccc1
→ 1	-17%	26	2%	-5%	-1%	13%	-1%	-3%	-6	1%
> COc1cc(/C=N/n2cnnc2)ccc1OC(=O)c1ccco1
→ 0	-3%	-16	9%	-5%	1%	-36%	-16%	2%	39[activator]	-3%
> COc1ccc(C)cc1NC(=O)CSc1cccc[n+]1[O-]
→ x	x	6	-5%	x	0%	x	x	x	2	5%
> COc1cc(/C=N/NC(=O)c2ccncc2)c([N+](=O)[O-])cc1OC
→ 6	3%	2	2%	1%	3%	-4%	-11%	-9%[1.84 µM]	-9	-3%
> CCCCc1nc(C(N)=O)c2[nH]c(=O)n(-c3ccc(OC)cc3OC)c2n1
→ -4	0%	13	10%	2%	-3%	-8%	1%	2%	7	7%
> c1ccc(C2(CN3CCNC[C@H]3Cc3cccc4ccccc34)CC2)cc1
→ x	2%	3	-12%	1%	3%	x	x	-3%	-12	8%
> C/C(CC(=O)Nc1cc(Cl)ccc1Cl)=N\NC(N)=S
→ 0	6%	-16	-8%	-2%	3%	5.6µM*	20µM*	-3%	-2	1%
> COc1ccc(S(=O)(=O)Nc2ccc3c(c2)N(C(C)=O)CCC3)cc1
→ x	-1%	-1	-7%	-3%	-4%	x	x	-14%	1	0%
> O=S(=O)(O)c1cc(O)c2c(O)c(N=Nc3cc(Cl)ccc3O)c(S(=O)(=O)O)cc2c1
→ -4	21µM*	-12	-6%	-7%	u	u	u	-10%	-3	-4%
> O=C(COC(=O)c1ccc(Cl)nc1)NCc1cccs1
→ 0	-1%	22	0%	-4%	-7%	0%	2%	-5%	-2	-1%
> Oc1c(C=Nc2ccc(Cl)cn2)sc2ccccc12
→ 2	0.34µM*	25	0%	u	-6%	9%	-4%	u	3	5.8µM*
> Cc1sc2nc(CSc3nc4ccccc4s3)[nH]c(=O)c2c1C
→ 0	-14%	x	x	-9%	-6%	1%	u	22%	x	3%
> OC(COC(c1ccc(Cl)cc1)c1ccc(Cl)cc1)CN1CCc2ccccc2C1 (centres undefined)
→ -4	2%	x	-8%	-1%	0%	u	u	-2%	5	-4%
> COCCN1C2=C(C(=O)CC(C)(C)C2)C(c2ccc(O)c(OC)c2)C2=C1CC(C)(C)CC2=O
→ 0	0%	11	-22%	0%	1%	-37%	3%	1%	-26	0%
> CCc1nc(SCC(=O)c2cc(C)ccc2C)n[nH]1
→ -1	-3%	15	x	-2%	-14%	u	2%	-2%	9	-8%
> COc1ccc(-c2cc(C(F)(F)F)nc(S(=O)(=O)CCCC(=O)Nc3cccnc3Cl)n2)cc1OC
→ 0	-5%	-11	-11%	-9%	2%	1.6µM*	u	1%	-18	-1%
> O=C(Cn1cnc2ccccc2c1=O)NCC1COc2ccccc2O1 (centres undefined)
→ 1	2%	1	-3%	-1%	-2%	22%	-4%	0%	-9	0%
> COc1ccc(N(C(C)C(=O)N/N=C/c2ccc(OC)c(OC)c2)S(C)(=O)=O)cc1 (centres undefined)
→ 2	-2%	-5	-13%	-3%	3%	-15%	-9%	-7%	2	2%
> Cc1ccc2[nH]c3c(c2c1)CCCC3NC(=O)CCl (centres undefined)
→ -16	1%	-2	-15%	-20%	0%	-15%	u	-26%	1	-13%
> O=S(=O)(NCCN1CCCC1)c1ccc(Br)cc1
→ 0	7%	-13	2%	0%	0%	-14%	-4%	-3%	-25	-3%
> c1ccc(-c2noc(CN3CCOCC3)n2)cc1
→ 7	0%	-3	4%	-4%	15%	1%	2%	1%	3	-2%
> COc1cccc(OCc2cc(C(=O)NC(C)c3cnn(C)c3C)no2)c1 (centres undefined)
→ 1	u	0	-1%	28%	1%	36%	1%	u	-12	13%
> CSc1c(-c2ccccn2)c(N)nn1C(=O)C1CCC1
→ 3	u	12	-3%	7%	-4%	31%	0%	-8%	-6	-3%
> COc1cc(NC(=S)NCCC(c2ccccc2)c2ccccc2)cc(OC)c1
→ 2	-2%	-14	-6%	-5%	1%	4.5µM*	8.9µM*	-13%	-11	-3%
> CCOCCCNS(=O)(=O)c1ccc(NC(=O)C2CC(=O)N(c3ccc(C)cc3)C2)cc1 (centres undefined)
→ 2	-2%	13	-1%	-8%	-2%	4%	-18%	-4%	-18	-3%
> CCn1c(N)c(C(=O)NCCCOC)sc1=S
→ -2	-16%	19	-1%	-2%	u	-8%	-8%	-4%	-27	2%
> O=C(Nc1ccc(N2CCOCC2)cc1)C1CCCCC1
→ -1	-18%	5	-2%	x	x	-2%	13%	x	22	x
> CC1(C)C(C#N)=C(N)OC2=C1C(=O)CCC2
→ 1	8%	8	8%	-3%	-1%	-12%	-6%	-1%	-3	2%
> O=S(=O)(c1ccc2ccccc2c1)N1CCN(S(=O)(=O)N2CCOCC2)CC1
→ 1	3%	-1	2%	x	x	-1%	0%	x	-6	x
> CC(C)(C)c1ccc(/C=N/N2CCN(c3ccccn3)CC2)cc1
→ 0	-7%	0	-5%	-4%	-8%	21%	-5%	-5%	-6	-5%
> COc1ccc(OC)c(NC(=O)CN2C(=O)C(=O)N(Cc3ccccc3)C2=O)c1
→ x	2%	5	-14%	0%	3%	x	x	-9%	8	0%
> CC(=O)Nc1ccc(C(=O)/C=C/c2ccco2)cc1
→ -5	9.5µM*	18	-12%	13%	-1%	-27%	27%	22%	-9	11%
